# Compound activity as filed in PubChem.
# PI4K2A inh: qHTS for small molecular inhibitors of PI4K2A. Phosphatidylinositol 4-kinase type 2-alpha (Homo sapiens), Q9BTU6. 0.13% of 420,000 active. activity change, negative = inhibition, % at 76.9 µM. AID 1346378, 2018. purified PI4K2A, ADP-Glo luminescence, 1 h; hits give low values; in the data active means activity change below about -50%; inconclusive means mostly about -30% to -49%;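 further: -100% = wells without enzyme as full effect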
#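 In this quantitative HTS, ADP production by PI4K2A was quantified luminescently after 1 h at ambient temperature; 100 microM adenosine served as plate-quality control.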
# TRHR PAM: qHTS for Small Molecule Agonists and Allosteric Enhancers of Human TRH Receptor: Primary Screen for Enhancers | Thyrotropin-releasing hormone receptor (Homo sapiens), P34981 | TRHR cells, fluo-8 calcium fluorescence, EC20 TRH enhancement | enhancement, % at 2 µM | 0.66% of 360,000 active; in the data active means enhancement above about 30%; further: 0% is about no effect
#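 TRHR-expressing cells loaded with fluo-8 calcium dye were read kinetically (ex 480/em 530) during compound addition, then stimulated with an EC20 of TRH (10 nM final). Enhancement of the Gq-mediated intracellular calcium response was scored.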
# D2 agonist: HTS Assay for Allosteric Agonists of the Human D2 Dopamine Receptor: Primary Screen for Agonists | activation, % at 2 µM | HEK293 T-REx D2 cells, calcium flux agonist mode | 0.53% of 340,000 active | AID 485358, 2010;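 active means activation over 3 SD above normal in the single-dose calcium agonist read, cut at about 30% in these data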; further: 0% is about no effect
# Target sequence (P14416 whole entry, looked up): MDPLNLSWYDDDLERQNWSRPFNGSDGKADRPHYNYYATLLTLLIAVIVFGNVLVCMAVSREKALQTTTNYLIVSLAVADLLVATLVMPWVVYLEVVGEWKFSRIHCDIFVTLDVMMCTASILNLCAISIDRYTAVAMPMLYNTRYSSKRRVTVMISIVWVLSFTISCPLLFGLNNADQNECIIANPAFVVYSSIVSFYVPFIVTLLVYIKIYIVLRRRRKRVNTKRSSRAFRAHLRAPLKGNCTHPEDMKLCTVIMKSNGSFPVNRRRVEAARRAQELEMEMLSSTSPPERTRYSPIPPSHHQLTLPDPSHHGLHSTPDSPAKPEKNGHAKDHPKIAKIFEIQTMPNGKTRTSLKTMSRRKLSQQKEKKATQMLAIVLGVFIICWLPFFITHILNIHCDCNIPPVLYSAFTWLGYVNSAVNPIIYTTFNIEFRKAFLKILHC
#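 Agonism scored from kinetic calcium signal (1 read/sec, 180 s) following compound pin transfer, after a 10 s baseline. Cells: HEK293 Trex line expressing inducible D2 receptor coupled to calcium, dye-loaded after overnight culture at 30 C.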
# TrxR1 substrate: qHTS Assay for Substrates of Mammalian Selenoprotein Thioredoxin Reductase 1 (TrxR1): qHTS | Thioredoxin reductase 1, cytoplasmic (Rattus norvegicus), O89049 | purified TrxR1 substrate turnover, NADPH consumption readout | Potency, µM (highest dose often 114 µM), without a hit: at the top dose activity change, negative = substrate turnover | 0.01% of 390,000 active; further: potency means the concentration at half of the fitted maximal effect; on the % scale 0 is the no-effect control and ±100 the full control effect; nearly all actives have a fitted effect of over 50% in size
#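 Rat TrxR1, dispensed at 90 nM, was prereduced with 400 uM NADPH (final) for 5 min at ~22 deg C, then incubated with compound 15 min before 400 uM selenite. A first-read NADPH fluorescence drop versus no-compound background flagged substrates.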
# D2 antag: HTS Assay for Allosteric Antagonists of the Human D2 Dopamine Receptor: Primary Screen for Antagonists; HEK293 TREx D2 cells, calcium flux, dopamine EC80; D(2) dopamine receptor (Homo sapiens), P14416; inhibition, % at 10 µM; 2% of 340,000 active; AID 485344, 2010; in the data active means inhibition above about 30%; further: 0% is about no effect
#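 Calcium mobilization kinetics were recorded at 1 s intervals in tetracycline-induced HEK293 T-REx D2 cells, first for 180 s after compound addition and then 180 s after EC80 dopamine.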
# USP1-UAF1 inh: Inhibitors of USP1/UAF1: Primary Screen; AID 743255, 2014; Potency, µM (highest dose often 57.1 µM), for inactives: top-dose activity change, negative = inhibition, usual class: inhibitors; 0.23% of 390,000 active; recombinant USP1/UAF1, Ub-Rhodamine cleavage fluorescence; Ubiquitin carboxyl-terminal hydrolase 1 (Homo sapiens), O94782; further: potency means the concentration at half of the fitted maximal effect; on the % scale 0 is the no-effect control and ±100 the full control effect; nearly all actives have a fitted effect of over 60% in size; inactives centre near -12
#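 USP1/UAF1 complex at 1 nM was preincubated with compound for 15 min at room temperature, then Ub-Rho substrate (150nM final) was added. Fluorescence (480/540 nm) was read kinetically, 6 reads every 60 seconds.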
# IDH1 R132H inh: qHTS for Inhibitors of mutant isocitrate dehydrogenase 1 (IDH1): qHTS; 0.093% of 390,000 active; IDH1-R132H enzyme, NADPH consumption, diaphorase/resazurin fluorescence; Potency, µM (highest dose often 76.6 µM), for the others: at the top dose activity change, negative = inhibition, usual class: inhibitors; Isocitrate dehydrogenase [NADP] cytoplasmic (Homo sapiens), O75874; AID 602179, 2012; further: potency means the concentration at half of the fitted maximal effect; on the % scale 0 is the no-effect control and ±100 the full control effect; nearly all actives have a fitted effect of over 65% in size
# Target sequence (O75874 whole entry R132H, stated change not applied): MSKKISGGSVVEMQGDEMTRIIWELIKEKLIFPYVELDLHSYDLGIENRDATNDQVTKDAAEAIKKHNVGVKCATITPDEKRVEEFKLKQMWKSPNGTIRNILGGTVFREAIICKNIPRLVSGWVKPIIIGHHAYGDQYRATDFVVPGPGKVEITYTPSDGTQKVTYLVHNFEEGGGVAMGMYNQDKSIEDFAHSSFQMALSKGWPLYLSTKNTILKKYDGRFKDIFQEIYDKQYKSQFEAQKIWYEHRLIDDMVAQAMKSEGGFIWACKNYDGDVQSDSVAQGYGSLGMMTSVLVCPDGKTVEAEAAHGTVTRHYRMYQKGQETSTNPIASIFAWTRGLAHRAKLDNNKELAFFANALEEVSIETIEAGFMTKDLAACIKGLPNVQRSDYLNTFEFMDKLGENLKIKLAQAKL
#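 IDH1-R132H (0.5 ug/mL) preincubated 30 min with compound, then NADPH (0.016 mM) and alpha-KG (2 mM) added; 80 min at RT, pH 7.5. Remaining NADPH coupled via diaphorase/resazurin to fluorescence (540/590 nm); concentration-response curves normalized to no-enzyme control.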
# rTrxR1 inhibitor: qHTS Assay for Inhibitors of Mammalian Selenoprotein Thioredoxin Reductase 1 (TrxR1): qHTS; Thioredoxin reductase 1, cytoplasmic (Rattus norvegicus), O89049; recombinant rTrxR1, NADPH fluorescence consumption, selenite substrate; Potency, µM (series often up to 114 µM), for the others: at the top dose activity change, negative = inhibition, most hits filed as inhibitors; 1% of 390,000 active; AID 588453, 2011; further: potency means the concentration at half of the fitted maximal effect; on the % scale 0 is the no-effect control and ±100 the full control effect; nearly all actives have a fitted effect of over 65% in size
#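 Rat TrxR1 (90 nM in the dispensed reagent) was pre-reduced with 400 uM NADPH for 5 min at room temperature, then incubated with compound for 15 min. After 400 uM selenite was added, NADPH fluorescence (Ex 340/Em 450 nm) was followed for 8 min.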
# TRHR ag: qHTS for Small Molecule Agonists and Allosteric Enhancers of Human TRH Receptor: Primary Screen for Agonists. 0.18% of 360,000 active. Thyrotropin-releasing hormone receptor (Homo sapiens), P34981. activation, % at 2 µM. TRHR cells, calcium flux fluo-8, FDSS agonist mode; in the data active means activation above about 30%; further: 0% is about no effect
#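 Read-out: compound-evoked intracellular calcium rise in TRHR cells, fluo-8 dye, kinetic FDSS fluorescence at 1 s/cycle following a 10-cycle baseline. Cells cultured overnight before dye loading (30 min–1.5 h, RT).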
# The depositor's hits bear a star; ? = inconclusive; · = not tested or not shown; [ ] = another dose, or the depositor's remark. Unless noted, the call rests on the fitted dose curve; in most records, active means well fitted inhibition curve with a large enough effect; inconclusive means small, poorly fitted or top-dose-only effect; inactive means no such curve, though single readings can be large or run the other way.
# Values run as follows: PI4K2A inh, TRHR PAM, D2 agonist, TrxR1 substrate, D2 antag, USP1-UAF1 inh, IDH1 R132H inh, rTrxR1 inhibitor, TRHR ag
> Cc1ccsc1CNC1C2CC3CC(C2)CC1C3 (configuration not stated)
    -0.1, -2.6, 0.5, 8.3%[57.1 µM], -6.6, -13.3%, -8.6%, 23.2%, 0.8
> CC(C)(C)C1CCC(C(=O)OCC(=O)N2CCOCC2)CC1 (configuration not stated)
    2.1, -2.9, ·, -3.7%, ·, -14.8%, 8.0%, 5.9%[57.1 µM], 0.3
> CCc1nnc(NC(=O)CSc2nccn2Cc2ccc(C)cc2)s1
    1.7, 11.2, -0.9, 1.1%[57.1 µM], ·, -5.7%, 22.2%, 10.4%[57.1 µM], 0.1
> CN(C)S(=O)(=O)c1ccc(N2CCCC2)c(C(=O)Nc2ccccc2OC(F)F)c1
    -6.3, -1.8, -0.3, -5.5%, 5.3, -2.2%, -11.2%, 5.3%, -1.2
> CSc1ccc(CNc2nc3ccccc3n3cnnc23)cc1
    2.9, -2.0, 2.9, 23.0%, -0.4, -16.7%, 3.3%, 23.2%, -0.2
> Cc1ccc(C(=O)N2CCN=C2SCc2ccc([N+](=O)[O-])cc2)cc1C
    -4.1, -6.9, 2.1, 8.6%[57.1 µM], 25.1, -5.9%, 6.1%, 25.5%[57.1 µM], 1.1
> CCOc1ccc(CCNC(=O)C2CCN(c3nn4c(=O)cc(C)nc4s3)CC2)cc1
    2.1, -6.0, -0.7, -23.7%[57.1 µM], -5.2, -24.7%, 7.2%, 11.0%[57.1 µM], -0.5
> CC1CCN(C(=O)c2cc3ccccc3cc2O)CC1
    6.6, 7.8, 1.3, -8.5%, -0.4, -20.9%, 0.1%, -11.9%, -0.5
> COc1ccc(Cl)cc1C(=O)OCC(=O)N1CCCC(C)C1 (configuration not stated)
    -0.4, ·, ·, 9.8%[57.1 µM], ·, -27.5%, 0.0%, 16.9%[57.1 µM], ·
> O=C(Cn1c(=O)n(Cc2ccc(C(=O)NCc3ccc4c(c3)OCO4)cc2)c(=O)c2ccccc21)Nc1ccc(F)cc1F
    1.5, 10.1, -2.6, 5.6%, ·, ?, -11.0%, 23.8%, 3.8
> COc1ccc(C(=O)N[C@H](C(=O)NCc2ccco2)C(C)C)cc1
    1.3, -4.1, 1.0, -6.7%, 0.4, -6.1%, 2.4%, 10.9%[57.1 µM], -0.4
> COc1ccc(/C=C(/NC(=O)c2ccco2)C(=O)NCc2ccco2)cc1OC
    -3.2, -2.0, -1.5, -7.3%, -6.6, 2.4%, -2.9%, -17.2%, 0.5
> CCC(C)OC1OC(CO)C(O)C(O)C1NC(C)=O (configuration not stated)
    -3.7, 0.0, 1.8, 0.2%, -12.8, 1.6%, 3.2%, 11.5%, 0.7
> CCC1CCCCN1CCCNC(=O)C1CCC(Cn2c(=O)[nH]c3ccccc3c2=O)CC1 (configuration not stated)
    10.3, -1.0, 0.2, 2.1%, -13.3, -15.8%, 5.8%, 6.0%, 0.3
> CC(C)(C)N1CC(C(=O)Nc2ccc(S(N)(=O)=O)cc2)CC1=O (configuration not stated)
    0.9, 8.1, 0.7, 17.4%[2.29 µM], -8.2, -11.4%, 3.0%, 17.6%, 0.5
> Cc1ccc(Oc2ccc(C=O)cn2)cc1
    -3.8, 1.3, 0.2, 2.0%[57.1 µM], 13.0, -2.3%, 1.2%, 28.1%[57.1 µM], 0.1
> Cc1ccc2c(c1)[C@@H](O)C[C@@H](C)N2N=O
    -1.0, -0.6, -0.6, -9.2%, -3.0, -9.2%, -1.3%, -13.5%, -0.7
> CCCc1cc(=O)[nH]c(NCc2ccc(Cl)cc2)n1
    -0.9, 2.6, -0.5, -11.0%, 16.8, -3.1%, -2.2%, 2.6%, -0.5
> CN=c1scc(C)n1/N=C/c1ccc(O)cc1
    -5.1, 4.4, -0.3, -3.9%[57.1 µM], 3.2, -18.3%, 4.2%, 1.4%, -0.4
> CCCCCn1c(=O)[nH]c2cc(C(=O)NCCCN(C)Cc3ccccc3)ccc2c1=O
    -1.2, 2.9, 0.8, 0.1%, -7.0, -6.6%, -2.1%, 19.0%, 2.5
> COc1ccc(/C=N/Nc2nc(C)c([N+](=O)[O-])c(N(C)c3ccccc3)n2)cc1OC
    -12.9, 0.8, 0.2, -12.7%[11.4 µM], 2.4, -22.0%, -2.4%, 8.7%[11.4 µM], 0.0
> O=C(C[n+]1cc(Br)cc(Br)c1)c1cccc([N+](=O)[O-])c1
    -4.2, -4.9, ·, -21.9%[57.1 µM], ·, -20.5%, 5.1%, -51.5%, -1.8
> Cc1onc(-c2c(Cl)cccc2Cl)c1C(=O)N1CCCc2ccccc21
    2.1, 0.2, 1.0, 0.9%, 8.9, -11.5%, 4.5%, 19.4%, -1.0
> CC(Sc1nnc(-c2ccccc2)c(-c2ccccc2)n1)C(=O)N1CCc2ccccc21 (configuration not stated)
    -4.2, -0.9, -0.2, -9.1%, -4.8, -19.7%, 0.3%, -12.8%, 1.1
> CN(C)CC(C)(C)CNS(=O)(=O)c1cccc(Cl)c1Cl
    -5.0, -2.2, 0.2, -5.3%[57.1 µM], -8.5, -0.3%, -7.0%, 9.7%, -0.2
> Cc1cc(C)nc(NC(=O)c2cc(Br)ccc2Cl)n1
    -2.6, -6.4, 1.3, 5.0%, -4.4, -10.0%, -2.8%, 10.4%, 0.0
> CC(C)n1cc(CN2CCC(n3nccc3NC(=O)CCCc3ccccc3)CC2)cn1
    4.8, -1.1, 0.3, 3.9%, 2.1, -2.2%, -0.7%, 2.5%, -0.2
> CCC(=O)N1CCc2cc(Br)cc(S(=O)(=O)N3CCCC(C(=O)NCc4ccc(C)cc4)C3)c21 (configuration not stated)
    3.9, -7.9, ·, 1.7%, ·, ?, 6.8%, 22.2%, 1.0
> COc1ccc(C2=NN(c3nc(-c4ccccc4)c(CC(=O)O)s3)C(c3ccco3)C2)cc1 (configuration not stated)
    -11.9, -3.5, 3.6, 6.8%, 1.2, -23.8%, -1.8%, ?, 2.2
> CCCN(CCC)S(=O)(=O)c1ccc(NC(=O)Cc2cccs2)cc1
    -3.3, 7.4, 0.4, 0.0%, -11.5, -9.4%, 0.3%, -2.8%, 0.7
> CCOC(=O)C1C(c2ccc3c(c2)OCO3)NC(=O)NC1(O)C(F)(F)F (configuration not stated)
    1.4, -7.6, 0.3, -3.6%[57.1 µM], 12.7, -14.6%, -0.3%, 11.4%[57.1 µM], 0.1
> NC(=O)CSc1ncc(-c2ccccc2)[nH]1
    -7.3, -8.4, -0.3, 5.3%, -12.2, -3.3%, 1.4%, 1.7%, -0.2
> O=C(CSc1nnc(CCCN2C(=O)c3cccc4cccc(c34)C2=O)n1-c1ccccc1)NCCCN1CCOCC1
    -1.0, -1.0, 1.1, -17.6%[57.1 µM], -1.9, -15.6%, 5.2%, 16.5%, -0.2
> Cc1ccc(Cn2c(C(CO)Nc3nc(-c4ccc(F)cc4)cs3)nc3ccccc32)cc1 (configuration not stated)
    -1.8, ·, ·, -10.9%, ·, -24.6%, -7.6%, 3.7%, ·
> CCCOc1ccc(N2C(=O)CC(N(Cc3ccco3)C(=O)CC)C2=O)cc1 (configuration not stated)
    -4.0, -2.0, ·, 0.4%, ·, -19.4%, 10.0%, ?, -1.0
> CC1CN(C(=S)Nc2cccc(F)c2)CC(C)O1 (configuration not stated)
    0.5, 0.2, -0.2, 5.1%[2.29 µM], 24.0, -10.5%, -3.0%, 11.1%[2.29 µM], -0.1
> COc1ccc(OC)c(Cc2nnc(CCC(=O)N3CCCCC3c3nccs3)o2)c1 (configuration not stated)
    5.4, -4.3, 0.5, -1.4%, -6.0, -17.6%, 12.1%, 2.4%, -1.3
> COC(=O)c1c(-c2ccncc2)csc1NC(=O)c1ccoc1C
    1.5, -0.1, 0.7, 11.9%[57.1 µM], -10.8, -21.2%, 1.4%, -0.8%[11.4 µM], -0.3
> COc1ccc(C)cc1S(=O)(=O)N1CCN(S(=O)(=O)c2cc(C)ccc2OC)CC1
    2.7, -1.3, 0.5, -12.9%, 5.0, -13.1%, 1.8%, 11.9%[57.1 µM], -0.1
> O=C(N/N=C/c1cn(-c2ccccc2)nc1-c1cccs1)c1ccncc1
    -1.2, -6.7, -1.4, 28.4%, 6.2, -16.1%, -8.8%, -14.0%, -1.1
> O=C(NCc1ccncc1)C12CC3CC(CC(C3)C1)C2
    -6.1, 0.9, -0.1, 4.8%, -7.4, 1.1%, -1.4%, 11.4%, 0.0
> COc1ccccc1CC(NC(C)=O)C(=O)NC1CCN(C(=O)NCc2ccccc2)CC1 (configuration not stated)
    5.9, 12.3, -1.4, 6.9%[57.1 µM], -2.8, -11.4%, -4.1%, 20.3%[57.1 µM], -0.7
> CCOC(=O)c1ccc(NC(=O)CCS(=O)(=O)c2cccc3nonc23)cc1
    -1.4, 0.1, -0.6, 3.2%, 3.6, ?, 3.4%, 0.3%, -0.6
> CCOc1cc(C(=O)NC(C)C2CCCO2)cc(OCC)c1OCC (configuration not stated)
    -0.2, 4.5, -1.1, 1.5%[57.1 µM], -5.0, -5.0%, -2.2%, -2.6%[57.1 µM], 0.3
> CCC(=O)Nn1cnc2c(c1=O)C1(CCCCC1)Cc1ccccc1-2
    -7.5, 0.5, -0.9, 0.9%, 0.3, -10.6%, 9.5%, 2.2%, -0.4
